High-throughput results as filed in PubChem BioAssay.
CRFR2-BP antag: blocks CRF-induced signaling of the CRF-BP/CRF-R2 complex; HEK293 CRF-R2/CRF-BP, CRF-induced calcium fluorescence; inhibition, % at 11.8 µM; hit rate 0.59% among 350,000; AID 588475;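 active = inhibition of the ligand-induced calcium signal above about 50% at the single tested concentration, limit read from the data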
IDE act: boosts human insulin-degrading enzyme activity in HEK cells. P14735. FAbeta-B cleavage, fluorescence polarization; 0% vehicle, 100% cell-free pure enzyme wells. activation, % at 5.96 µM. hit rate 0.073% among 340,000;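 active = activation above the mean of all tested compounds plus 3 SD, set per screening campaign, cut at about 17% in these data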
GalR3 antagonist: blocks the human galanin receptor 3; O60755; HEK293 GalR3-CNG cAMP membrane potential fluorescence; galR3 body fused to GalR1 C-terminus; inhibition, % at 3 µM; hit rate 0.44% among 360,000; AID 651719;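 active = inhibition above the screen-wide average plus 3 SD, cut at about 13% in these data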;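 also: forskolin and galanin both at EC90 stimulate the cells; cAMP rise reported by CNG channel membrane potential dye signal; 0% = forskolin plus galanin with DMSO and 100% = forskolin alone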
Target sequence (O60755 1-299 limits assumed): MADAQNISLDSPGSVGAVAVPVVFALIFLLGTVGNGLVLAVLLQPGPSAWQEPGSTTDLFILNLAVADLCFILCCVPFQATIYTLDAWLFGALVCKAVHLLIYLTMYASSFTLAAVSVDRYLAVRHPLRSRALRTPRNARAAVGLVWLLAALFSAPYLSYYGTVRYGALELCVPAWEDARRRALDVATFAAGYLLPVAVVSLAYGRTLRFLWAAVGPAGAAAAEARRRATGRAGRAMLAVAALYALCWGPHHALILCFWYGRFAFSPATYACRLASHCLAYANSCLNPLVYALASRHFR
The depositor's hits bear a star. This is a subset. The share of hits here may be higher or lower than overall.

SMILES	CRFR2-BP antag	IDE act	GalR3 antagonist
CN(C(=O)c1ccc(NC(=O)Cc2ccc(NC(=O)C3CCCN(C(=O)c4ccccc4)C3)cc2)cc1)C1CCCC1 (configuration not stated)	-7	2	-6
COc1ccc(NS(=O)(=O)c2cc(NC(=O)C(CC(C)C)NC(N)=O)ccc2N2CCOCC2)cc1 (configuration not stated)	-2	-2	-1
O=S1(=O)c2ccc(Br)cc2N2CCC[C@@H]2CN1C1CC1	14	0	-5
CCC(=O)Nc1ccc2c(c1)Cc1cc([N+](=O)[O-])ccc1-2	-12	1	-4
COc1ccc2[nH]c3c(c2c1)CCN1C(=O)C(CC(=O)NCc2ccc(OC)c(OC)c2)C[C@H](C(=O)N2CCOCC2)[C@@]31CCC1CCCC1 (some centres not stated)	0	1	3
O=C1C=CC2C3C(=O)N(c4ccccc4)C(=O)C3C1N2Cc1ccccc1 (configuration not stated)	-59	-3	7
NC(=S)N=Nc1ccc(O)cc1	11	-4	-6
CC(=O)O[C@@H](C[C@@H](C)C1=C2C[C@H](O)C3[C@@]4(C)CCC(=O)C(C)(C)C4CC[C@]3(C)[C@@]2(C)CC1)[C@H]1OC1(C)C (some centres not stated)	-24	2	-5
O=C1[C@H](Cc2ccccc2)NCC=CC[C@@H](c2ccc(Cl)cc2)N1Cc1ccccc1	-41	6	-6
CC(=O)Oc1ccc2cc(-c3cccnc3)c(=O)oc2c1	79*	1	-4
CC(=O)NC1CCC(=O)C=C1c1ccccc1 (configuration not stated)	-38	4	2
O=C(O)c1ccccc1NS(=O)(=O)c1ccc(N/N=C/c2ccc(O)c(O)c2)c([N+](=O)[O-])c1	25	6	-7
Clc1ccccc1C=NNc1ccccn1	-4	6	-6
Cc1nc2nc(C)n(CCN3CCOCC3)c(=O)c2c(-c2cccc([N+](=O)[O-])c2)c1C(=O)CCCCCCCCCCN1CCC(c2ccccc2)(c2ccccc2)CC1	2	11	-7
O=C(Nc1ccc(C(=O)N2CCCCC2)cc1)C1CCC1	-7	1	-7
CC(SC(C)C(=O)NN=Cc1ccc(F)cc1)C(=O)NN=Cc1ccc(F)cc1 (configuration not stated)	-13	4	-5
O=S(=O)(O)c1ccc(O)c2cc(Nc3ccccc3)ccc12	0	3	-2
COC(=O)C1CC2(C(=O)OC)CC(C(=O)OC)(CC(C(=O)OC)C2=O)C1=O (configuration not stated)	18	1	-7
O=C(/C=C/c1ccccc1)Nc1cc(S(=O)(=O)N2CCOCC2)ccc1N1CCOCC1	3	0	-1
O=C(CCCn1c(=O)oc2ccccc21)Nc1ccccc1	-3	4	-1
O=C(CN1C(=O)NC2(CCCC2)C1=O)N1CCN(c2ccc(C(F)(F)F)cc2[N+](=O)[O-])CC1	-11	7	-1
COC(=O)[C@@]1(C)[C@H]2C(=O)N(Cc3ccccc3)C(=O)[C@H]2[C@H]2CN=C(SCc3ccccc3)N21	0	3	-4
CC(C)CN1CCC(CN2CCNC(=O)C2=O)CC1	-13	6	-5
OC(CN1CCCCC1)c1ccc2c3c(cccc13)CC2 (configuration not stated)	-16	2	-13
O=C(Cc1ccc(F)cc1)N[C@@H]1c2ccccc2CC[C@H]1OCc1ccccc1	14	3	-4
S=c1nc[nH]c2c1ncn2-c1ccccc1	6	-8	-8
Cc1cc(=O)[nH]c2[nH][nH]c(=O)c12	-16	-2	-5
CC[C@]12C(=O)N(C)C[C@H]([C@@H]3C(=O)N(C)C(=O)[C@@H]31)N2C(=O)c1ccc(Br)cc1	4	2	1
O=C(/C=C/c1cccs1)c1ccco1	20	-7	-10
Cc1ccc(Nc2n[nH]c(=S)s2)cc1F	-17	-32	-8

With a hit mark in CRFR2-BP antag, among the entries above:
SMILES	CRFR2-BP antag	IDE act	GalR3 antagonist
CC(=O)Oc1ccc2cc(-c3cccnc3)c(=O)oc2c1	79*	1	-4

Looked up one by one from the list above:
SMILES	CRFR2-BP antag	IDE act	GalR3 antagonist
COc1ccc(NS(=O)(=O)c2cc(NC(=O)C(CC(C)C)NC(N)=O)ccc2N2CCOCC2)cc1 (configuration not stated)	-2	-2	-1
OC(CN1CCCCC1)c1ccc2c3c(cccc13)CC2 (configuration not stated)	-16	2	-13

Given as labelled records: entries from further up
O=C(Cc1ccc(F)cc1)N[C@@H]1c2ccccc2CC[C@H]1OCc1ccccc1
  CRFR2-BP antag = 14
  IDE act = 3
  GalR3 antagonist = -4

CC(C)CN1CCC(CN2CCNC(=O)C2=O)CC1
  CRFR2-BP antag = -13
  IDE act = 6
  GalR3 antagonist = -5

Cc1ccc(Nc2n[nH]c(=S)s2)cc1F
  CRFR2-BP antag = -17
  IDE act = -32
  GalR3 antagonist = -8

O=C(CN1C(=O)NC2(CCCC2)C1=O)N1CCN(c2ccc(C(F)(F)F)cc2[N+](=O)[O-])CC1
  CRFR2-BP antag = -11
  IDE act = 7
  GalR3 antagonist = -1

(next part)
SMILES	CRFR2-BP antag	IDE act	GalR3 antagonist
O=C(NCCc1ccccc1)c1ccc(NC(=O)C2CCCCC2)cc1	10	3	-4
Cc1ccc(NC(=O)N(O)C2CCCCC2C#N)cc1 (configuration not stated)	25	3	-6
COc1cccc(C=NNc2ccc([N+](=O)[O-])cn2)c1OC	-3	3	-7
Cn1c2ccccc2c(=O)c2ccc(NCc3ccc4c(c3)OCO4)cc21	12	5	-3
CCOC(=O)C(NC(=O)c1ccccc1)C(C)(C)SCc1ccccc1 (configuration not stated)	-17	2	-4
C=C1CC[C@@H]2[C@](C)(CCC[C@@]2(C)/C=C/[C@@H](O)C(C)(C)O)[C@H]1CC(=O)NCCS(=O)(=O)O	16	-13	-6
Cc1ccc(S(=O)(=O)N2CCOCC2)cc1NC(=O)CNc1ccccc1N1CCCC1=O	5	0	-7
O=C(COc1ccc([N+](=O)[O-])cc1Cl)N(C1CCCCC1)C1CCS(=O)(=O)C1 (configuration not stated)	-6	3	-2
COc1cc2c(cc1OC)C(O)C(O)(CO)C(C(=O)O)C2c1cc(OC)c(OC)c(OC)c1 (configuration not stated)	-7	0	-3
O=C1C(=NO)CCc2ccccc21	37	-1	-5
CN(CC(=O)Nc1ccccc1Cl)C(=O)Cn1cnc2ccccc2c1=O	3	6	1
O=C(CCCOC(=O)c1ccc(O)cc1O)c1ccc(Br)cc1	8	-4	0
CC12CC3OC3CC1CCC1C2CCC2(C)C1CCC21OCCO1 (configuration not stated)	-3	7	-5
Cc1ccc(NC(=O)c2ncn(CCCN3CCN(c4ncccn4)CC3)n2)cc1C	-10	-1	-5
CSc1ncnc2[nH]ncc12	-4	7	-5
COc1ccc(CNC(=O)c2ccc3c(=O)n4c(nc3c2)CCCCC4)cc1OC	3	3	-3
Cc1ccc(NC(=O)c2ncn(CC(=O)NCc3nc4ccccc4[nH]3)n2)cc1C	9	-3	2
Cc1ccc(N=Cc2ccccc2O)cc1Cl	9	8	-1
C[C@]12c3[nH]c4ccc(Cl)cc4c3CCN1C(=O)[C@@H](CC(=O)NCCc1ccccn1)C[C@@H]2C(=O)N1CCCCC1	16	6	-3
CC(SC(C)C(=O)NN=Cc1cccc(Cl)c1)C(=O)NN=Cc1cccc(Cl)c1 (configuration not stated)	10	0	3

Three entries out of the list, ordered by molar mass, falling.
SMILES	CRFR2-BP antag	IDE act	GalR3 antagonist
C[C@]12c3[nH]c4ccc(Cl)cc4c3CCN1C(=O)[C@@H](CC(=O)NCCc1ccccn1)C[C@@H]2C(=O)N1CCCCC1	16	6	-3
Cc1ccc(N=Cc2ccccc2O)cc1Cl	9	8	-1
CSc1ncnc2[nH]ncc12	-4	7	-5

The list continues.
SMILES	CRFR2-BP antag	IDE act	GalR3 antagonist
CSc1nc(N)nc2c1ncn2C1OC(CO)C(O)C1O (configuration not stated)	-11	1	-4
CCOC1CCCC(n2cnc3c(=S)nc[nH]c32)O1 (configuration not stated)	11	-6	-3
COc1cc(OC)cc(C(=O)NNC(=O)c2ccc3ccccc3n2)c1	-1	1	-2
CC[C@]12c3[nH]c4ccc(OC)cc4c3CCN1C(=O)C(CC(=O)NCCCOC)C[C@@H]2C(=O)N1CCN(C(=O)C2CC2)CC1 (some centres not stated)	-3	1	-6
O=C(COC(=O)Cn1cnc2ccccc2c1=O)NCc1ccccc1	16	5	-3
O=C(O)c1c[nH]c2ccc([N+](=O)[O-])cc2c1=O	16	-1	-3
S=C1NCCN1CC1CCN(CCCC2CCCC2)CC1	-24	-1	-3
O=C1CSc2cc(Cl)ccc2N1	14	-1	-2
COC(=O)c1cc(C(=O)OCC(=O)c2ccc3c(c2)NC(=O)CO3)cc([N+](=O)[O-])c1	9	3	-5
Cc1ccccc1NC(=O)COC(=O)c1ccc2c(c1)C(=O)N(CCCN1CCOCC1)C2=O	1	5	4
O=c1[nH]c2nc(Br)[nH]c(=O)c2[nH]1	9	1	-4
COc1ccc2c(=O)cc(-c3ccncc3)oc2c1OC	17	0	-5
O=C(ONC(=O)C1CCCCC1C(=O)NOC(=O)c1ccccc1)c1ccccc1 (configuration not stated)	5	0	-9
N#Cc1ccccc1S(=O)(=O)N1CCN(CC(=O)Nc2ccnn2C2CCCC2)CC1	1	0	0
O=C(NNC(=O)c1cccc2ccccc12)c1ccc(Br)cc1	19	0	-7
Cc1cc(N2O[C@H]3C=C[C@@H]2C3)no1	-1	3	-5
O=C1C[C@@H]2CCN3C(=O)CCC[C@@H]([C@H]23)[C@H]1Cc1ccccc1	-4	-3	-6
COC(=O)c1ccc2c(c1C(=O)OC)CN(S(=O)(=O)C(C)(C)C)[C@@H]2CCO	8	1	-6
CCOC(=O)C1=CN(CC)S(=O)(=O)NC1c1cccc(OC)c1 (configuration not stated)	23	4	-5
CCOc1ccc(N(C)S(=O)(=O)c2ccc(C)c(C(=O)NCCc3ccc(OC)cc3)c2)cc1	12	0	-5
OC[C@@H]1[C@@H](c2ccc(F)cc2)C(c2cccc(Cl)c2)=NN1c1ccccc1	-7	4	-7
CC(=O)OCC(=O)C1(O)CCC2C3CCC4=CC(=O)C=CC4(C)C3C(=O)CC21C (configuration not stated)	0	6	-4
CC(C)(C)S(=O)(=O)N1Cc2cc(=O)n(Cc3ccccc3)c(CCO)c2[C@@H]1CCO	14	6	-6
NC(=S)NN=C(c1ccc(F)cc1)C1CC1	-17	-2	-2
O=C(NNc1nc(N2CCOCC2)nc(N2CCOCC2)n1)c1ccccc1	8	2	-8
C=CS(=O)(=O)N(Cc1ccccc1Br)[C@H](CO)CC(C)C	-5	3	-5
CCN(CC)c1ccc(NC(=O)COC(=O)C2CCN(c3ccc(C(F)(F)F)cn3)CC2)cc1	-4	0	-7
CC(C)N(C(=O)[C@H]1C[C@H](CC(=O)NCCCN(C)C)C(=O)N2CCc3c([nH]c4cc(-c5ccco5)ccc34)[C@]12C)C(C)C	4	1	-8
COc1ccc(NC(=O)C2CC3C=CC2C3)c([N+](=O)[O-])c1 (configuration not stated)	-1	5	-3
Cc1cc(C)n(-c2nc(SCCN3CCOCC3)c3c4c(sc3n2)CCCC4)n1	0	3	-8
O=C(Nc1ccc(C(=O)N2CCOCC2)cc1)C1CCCC1	5	4	-1
CC(NC1=CC(=O)c2cccnc2C1=O)C(O)c1ccccc1 (configuration not stated)	8	7	-6
S=C(NN=Cc1ccccn1)N(Cc1ccccn1)Cc1ccccn1	7	-16	-6
Cc1ccc2nc3[nH]c(=O)[nH]c(=O)c3c(N)c2c1	-7	-3	3
C(=NN=C1c2ccccc2-c2ccccc21)c1ccc2c(c1)OCO2	35	-2	-2
COc1cccc(COC(=O)C2CCN(S(=O)(=O)c3ccc(F)cc3)CC2)c1OC	-1	-2	4
Cc1ccc([C@H]2C(C(=O)O)=CC[C@@H](c3cccc(Cl)c3)N2S(=O)(=O)c2ccc(C)cc2)cc1	37	-2	-6
COc1ccc([C@H]2CC(=O)C=C(c3ccc(OC)c(F)c3)C2)cc1	-4	-2	-2
O=C(COc1ccccc1F)Nc1ccc(N2CCOCC2)cc1N1CCOCC1	-5	-2	-1
COc1cccc(/C=N/Nc2ccc(S(=O)(=O)Nc3ccccc3C(=O)O)cc2[N+](=O)[O-])c1O	11	7	-6
Cc1ccc(NC(=O)COC(=O)c2ccc(S(=O)(=O)N3CCCC3)cc2)cc1	5	-3	-4
Cn1c(N)c(C(=O)COC(=O)Cc2ccc(Cl)cc2Cl)c(=O)n(C)c1=O	-14	3	2
Cc1nc2ccccc2nc1-c1ccc([N+](=O)[O-])cc1	-30	4	-7
COc1cc(COc2ccc(S(=O)(=O)N3CCOCC3)cc2[N+](=O)[O-])ccc1OC(F)F	4	-1	-1
CSc1nnc2c(=O)[nH]c(=O)n(C)c2n1	-6	3	1
O=C(NN=Cc1ccccc1C(=O)O)C(=O)NN=Cc1ccccc1C(=O)O	6	7	-5
O=C(Cc1ccccn1)c1ccncc1	5	3	-4
COC(=O)C1CCc2c(ccc3c2CCCC3)C1=O (configuration not stated)	16	5	-6
COc1ccc(OC)c(C(=O)N(C[C@H]2CC[C@@H]([C@@H]3CC[C@H](CO)O3)O2)C(C(=O)NC(C)(C)C)c2ccc(-c3ccccc3)cc2)c1 (some centres not stated)	-11	-17	-9
Cc1cc(-c2nc3ncccc3o2)ccc1NC(=O)c1ccc([N+](=O)[O-])o1	8	6	-4

The listing continues:
SMILES	CRFR2-BP antag	IDE act	GalR3 antagonist
O=C1c2ccccc2-c2c1c1ccccc1c(=O)n2-c1ccccc1	5	7	-4
O=C1NC(=S)NC1(c1ccccc1)c1ccccc1	-22	4	0
CN1N=C(C(=O)N=c2sc3ccccc3n2C)CCC1=O	5	3	-3
Nc1c(Br)cc2c(c1Br)C(O)c1ccccc1-2 (configuration not stated)	-2	-3	2
COc1ccccc1CNC(=O)CCNC(=O)c1ccco1	-1	12	-4
O=C(CC1C=CCC1)Nc1ccccc1 (configuration not stated)	1	1	-6
C[C@@H]1CN(S(=O)(=O)C(C)(C)C)[C@@H](CCO)/C1=C\c1ccccc1	-19	2	-5
O=S(=O)(c1ccc(Br)cc1)c1nc(-c2ccco2)oc1NCCCn1ccnc1	6	-2	-5
